bCat nuc transl: alters nuclear translocation of beta-catenin in HeLa cells; immunofluorescence imaging; nuclear translocation activity, % at 5 µM; 190,000 tested, 0.3% active;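 active means nuclear translocation activity above 50% at 5 µM, with a well cell count of 50 or more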;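 further: per-cell ratio of nuclear to cytoplasmic median beta-catenin stain intensity; plate controls were DMSO negative control for no effect and GSK-3 inhibitor IX positive control for full effect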
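Test system: human HeLa cells, endogenous beta-catenin. Times: 24 h compound exposure, 37°C. Measured by: beta-catenin immunofluorescence imaging with DAPI.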
human PMI inhibitors: human PMI inhibitors, high substrate, primary screen, biochemical, fluorescence intensity, high mannose 6-phosphate (AID 1220) | 190,000 tested, 0.66% active | recombinant PMI enzyme, coupled fluorescence intensity; higher % means a stronger effect | one-dose inhibition, % at 20 µM; IC50 in µM for titrated hits
Autophagy mod: autophagy modulation, high-content screen; 190,000 tested, 0.98% active; calls only at 10 µM (by protocol); AID 463193; MEF GFP-LC3 puncta imaging; test concentration mostly 10 µM;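 active means percentage of spot-positive cells more than 3 SD above its plate mean, without a fluorescence outlier flag or 80% toxicity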;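 further: spot-positive cell cutoff set from DMSO-treated cells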
WT yeast gro inh: growth inhibition of WT yeast, mitochondrial fusion screen | 190,000 tested, 2.1% active | AID 1362 | inhibition, % at 10 µM | mitochondrial fusion phenotypic screen, WT strain; in the data active means inhibition above about 58%; tested in S. cerevisiae
human PMI inhibition: inhibitors of human PMI, primary screen, biochemical, fluorescence intensity, coupled assay (AID 1209). purified PMI enzyme, coupled fluorescence intensity; higher % means a stronger effect. one-dose inhibition, % at 20 µM; IC50 in µM for titrated hits. 190,000 tested, 0.42% active;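 further: plate controls were DMSO vehicle for no effect and wells lacking substrate for full effect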
Ins promoter up: MIN6 insulin promoter up-regulation. z-score at 5 µM. MIN6 insulin promoter-GFP reporter, high-content imaging; hits give high values. AID 1625. 190,000 tested, 0.3% active;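 active means z-score above 3 at 5 µM with at least 500 cells counted in the well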
Dynein transport: blocks dynein driven cargo transport along microtubules; 3617.4 mouse cells, GR-EGFP nuclear translocation imaging; test concentration mostly 20 µM; stimulated with dexamethasone, 1 µM; hits give low values; z-score, hits read low; 220,000 tested, 0.47% active;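 active means plate z-score of nuclear minus cytoplasmic receptor signal below a set negative limit, without overly bright fluorescence or cell loss, cut at about -3.5 in these data, passing the limit was not always enough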;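 further: z-score of nuclear minus cytoplasmic ring GR-EGFP intensity difference per well; some compounds called inactive have numbers as strong as hits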
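Buffer or medium: tet-free medium with charcoal-stripped serum / Also added: dexamethasone agonist, 1.0 µM final, for 30 min / Timing: induction 48 h, compound 1 h, agonist 30 min / Measured by: high-content fluorescence imaging after fixation / Read-out: nuclear-to-cytoplasmic GR-EGFP distribution per well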
MT stabilize HCS: microtubule stabilizers in HeLa cells; HeLa tubulin immunostaining HCS, 24 h; share of cells brighter than vehicle mean+2SD; % tubulin-high responders, % at 10 µM; 200,000 tested, 0.83% active; AID 2205;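 active means plate Z-score above 3 for both tubulin-high and condensed-nucleus cell shares, with cell loss under 80%, at 10 µM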;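 further: anti alpha tubulin signal scored within the nucleus-defined area of each cell; some results filed as inactive read as strong as hits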
Yfh1-depleted yeast: enhancers of respiration in Yfh1-depleted yeast, dose response, Friedreich's ataxia, plus single-dose screen (AID 1465); S. cerevisiae Yfh1-off respiration, WST-1 reduction, 72 h; higher fold induction means a stronger effect; fold induction at 50 µM, or EC50 in µM where a hit was titrated; 220,000 tested, 0.074% active;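 active means fold induction of absorbance versus untreated yeast above a set limit, then at least 30% activation at any dose in follow-up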;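 further: activators that raise dye reduction in frataxin-depleted yeast; strong numbers were not always called active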
WT yeast gro inh mutant strain: also measured in WT yeast gro inh; calls as there; inhibition, %; mitochondrial fusion phenotypic screen, mutant strain inhibition
Dynein transport cytoplasmic EGFP: also measured in Dynein transport; calls as there; z-score; measured here: cytoplasmic GR-EGFP intensity; hits give high values
Dynein transport nuclear GR-EGFP: further read-out of Dynein transport, marked with its call; z-score; measured here: nuclear GR-EGFP intensity;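 lower value marks the stronger effect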
Dynein transport cell count: recorded beside Dynein transport, whose call it bears; z-score; measured here: cell count per field
Ins promoter up cell count: further read-out of Ins promoter up, marked with its call; cell count; measured here: cytotoxicity, nuclei count;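 total cells summed across four imaged fields per well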
bCat nuc transl cell count 5 µM: second read-out of bCat nuc transl, no call of its own (marks repeat the call); cell count; measured here: cell count, cytotoxicity flag
MT stabilize HCS Hoechst-high %: recorded beside MT stabilize HCS, whose call it bears; % Hoechst-high responders; measured here: nuclear condensation Hoechst responders;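 share of cells brighter than vehicle mean plus two SD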
MT stabilize HCS cytotoxicity %: also measured in MT stabilize HCS; calls as there; toxicity, %; measured here: cytotoxicity by cell density;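 0% = mean cell density of plate MIN control wells and 100% = no cells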
Autophagy mod cell loss 18 h: further read-out of Autophagy mod, marked with its call; toxicity, %; measured here: cell loss, nuclei count;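 cell loss after 18 h compound exposure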
* = called active by the depositor; i = inactive; . = no result given. Unless noted, no stated cut-off is given here; in the data, active means inhibition above about 50%; inactive means the rest.

SMILES	bCat nuc transl	bCat nuc transl cell count 5 µM	human PMI inhibitors	Autophagy mod	Autophagy mod cell loss 18 h	WT yeast gro inh	WT yeast gro inh mutant strain	human PMI inhibition	Ins promoter up	Ins promoter up cell count	Dynein transport	Dynein transport cytoplasmic EGFP	Dynein transport nuclear GR-EGFP	Dynein transport cell count	MT stabilize HCS	MT stabilize HCS Hoechst-high %	MT stabilize HCS cytotoxicity %	Yfh1-depleted yeast
CCC(C)C(=O)Nc1cc([N+](=O)[O-])ccc1Cl (stereo unspecified)	.	.	-7%	i	-7	-14	-23	6%	-0.06	1328	3.1	1.5	1.4	-1.7	3.9	6.1	2.0	i
CCn1nnnc1-c1ccc(OC)c(S(=O)(=O)Nc2ccc(S(N)(=O)=O)cc2)c1	-0.5	1035	11%	i	6	-4	0	-3%	-0.33	1395	-1.1	-0.22	-0.92	0.92	1.4	2.6	9.0	i
Cc1ccc(C)n1NC(=O)c1cccc(Cl)c1	-3.8	1150	-6%	i	1	-14	2	-2%	-0.38	797	-0.44	0.013	-0.23	0.43	3.6	3.3	4.5	i
CCCc1ccc(-c2ccc(/C=C/C(=O)O)cc2)nc1	-0.1	918	-6%	i	24	0	-6	4%	-0.55	1335	1.3	-0.22	0.48	-0.38	1.8	3.2	11	i
COc1ccc(-c2cc(C(F)(F)F)nc(S(=O)(=O)CCC(=O)N3CCOCC3)n2)cc1	.	.	5%	i	8	-2	23	6%	.	.	-3.4	2.8	-0.95	-3.3	0.8	1.7	8.3	i
CCC(=O)NC(NC(=O)CC)C(Cl)Cl	0.7	1350	-4%	i	-6	-12	-5	2%	0.12	1636	0.58	-0.21	-0.02	0.38	2.1	1.1	7.9	i
Nc1cccc2c1C(=O)N(C(=O)c1ccc(S(=O)(=O)N3CCCCCC3)cc1)C2=O	.	.	9%	i	4	0	-5	10%	-0.1	867	-0.41	0.27	0.12	0.58	1.2	1.0	6.2	i
CC(=O)Nc1ccc(NC(=O)COC(=O)Cc2cccs2)cc1	.	.	3%	i	-9	-9	-4	0%	0.27	901	-0.4	-0.085	0.13	-0.19	1.2	1.4	10	i
O=C1C=C(Nc2cccc(O)c2)CC(c2ccco2)C1 (stereo unspecified)	-7.9	1195	12%	i	-2	1	4	4%	-0.27	1137	0.2	-0.23	-0.0049	0.52	4.3	3.4	5.1	i
CCc1nnc(NS(=O)(=O)c2ccc(NC(=S)Nc3ccc(F)cc3)cc2)s1	-1.2	1010	0%	i	4	-2	-12	-6%	0.44	1258	-0.28	-0.23	0.024	0.15	4.3	1.0	3.1	i
O=C1N(Cc2ccc(F)cc2Cl)c2ccccc2C12OCCCO2	.	.	0%	i	-6	3	-2	-5%	0.97	957	1.2	-0.24	1.1	-1	1.5	0.7	0.5	i
N=C1C(c2nc3ccccc3s2)=C(O)CN1NC(=O)c1ccc([N+](=O)[O-])cc1	-0.8	949	4%	i	1	19	34	-1%	-0.67	1499	0.00046	-0.24	0.24	0.18	9.7	1.4	4.7	i
Cc1ccc(N2CN(Cc3ccco3)CNC2=S)c(C)c1	0.4	515	-4%	i	-13	-6	-2	-10%	1.3	1223	-0.045	0.21	-0.39	0.35	3.0	4.7	7.0	i
COc1cccc(-n2c(Cn3nc(C(F)(F)F)cc3C)n[nH]c2=S)c1	0.8	488	-8%	i	-1	0	-2	-12%	0.23	1217	-0.24	-0.23	-0.2	0.19	1.1	1.8	5.8	i
COc1ccc(OC)c(NC(=O)C2CC(C)=C(C)CC2C(=O)O)c1 (stereo unspecified)	-3.2	1149	23%	i	-12	.	.	8%	0.2	971	-0.15	-0.11	-0.065	0.24	1.1	1.9	9.6	i
CC(C)Cn1c(N)c(C(=O)COC(=O)c2ccc(F)cc2)c(=O)n(C)c1=O	-2.2	1115	6%	i	9	9	-18	5%	0	1376	-0.47	-0.19	-0.15	-0.071	3.1	2.0	0.1	i
CCN1CCC(=NNC(=O)c2ccco2)CC1	.	.	-9%	i	-7	17	7	-4%	1.3	942	0.42	-0.24	0.52	0.31	0.9	0.6	4.3	.
COc1ccc(OC)c(CNC(=O)C2CCN(S(=O)(=O)N3CCCC3)CC2)c1	-3.0	960	4%	i	5	-25	-4	8%	0.51	1488	-0.68	-0.21	-0.11	0.29	5.7	2.6	3.8	i
Nc1cccc2c1C(=O)N(Cc1cccc(Cl)c1)C2=O	.	.	-2%	i	35	-7	-5	-1%	-0.02	1342	-0.0084	-0.24	-0.36	0.15	1.8	1.4	1.8	i
CN(c1nc(-c2ccccc2)cs1)C1CCS(=O)(=O)C1 (stereo unspecified)	-1.8	1167	6%	i	-5	-19	-4	20%	-0.07	1297	-0.073	-0.15	0.09	-1.9	3.8	1.7	5.2	i
COc1ccc(NC(=S)N2CCNC(=O)C2CC(=O)Nc2cccc(Cl)c2C)cc1 (stereo unspecified)	-1.0	906	17%	i	-11	12	-3	10%	0.34	1300	1	-0.15	1.1	-1.3	2.1	2.0	2.1	i
COc1ccc(C(CC(=O)c2ccccc2)S(=O)(=O)c2ccccc2)cc1 (stereo unspecified)	0.0	869	4%	i	-10	-8	-18	0%	0.56	1396	0.61	-0.13	0.52	-1.5	3.0	4.0	11	i
CCC(=O)N1CCc2cc(S(=O)(=O)CCC(=O)Nc3ccc(C)c(F)c3)ccc21	1.2	1126	6%	i	4	-6	-1	-7%	.	.	-0.25	-0.23	-0.38	-0.19	2.5	1.4	0.0	i
CN(/N=C/c1ccc2c(c1)OCO2)c1ccccc1	-1.3	1146	9%	i	15	49	27	16%	0.72	1276	0.56	-0.25	0.49	-0.21	2.4	1.5	4.1	i
COc1ccc(Cc2nc(-c3cccnc3)no2)cc1OC	-1.2	965	3%	i	21	2	9	3%	.	.	-0.37	-0.29	0.0084	0.73	2.7	2.3	7.5	i
CC1=C(C)C(=O)N(c2ccc(C(=O)O)cc2)C1=O	-3.2	1184	-3%	i	27	7	5	-9%	0.79	1017	-0.21	-0.15	-0.062	0.26	5.0	3.6	3.7	i
CC(C)CCc1noc(CN2CCC(C(=O)N3CCOCC3)CC2)n1	0.0	1326	.	.	.	.	.	.	-0.1	1040	1.8	-0.097	0.78	-2.4	.	.	.	i
CCOC(=O)C(C(=O)Nc1ccccn1)C1CCCCC1 (stereo unspecified)	-1.5	1070	-41%	i	7	24	9	-10%	-0.44	1739	0.014	-0.27	0.09	0.54	2.9	0.2	34	i
COc1ccc(C2CC(c3ccc(Cl)c(Cl)c3)Nc3nc(N)nn32)cc1 (stereo unspecified)	0.5	1163	16%	i	5	14	4	10%	-1.4	909	-0.5	-0.14	-0.22	-0.14	2.8	2.3	9.1	i
CCCCNC(=S)NCc1ccc2[nH]c3c(c2c1)CCCC3	-0.6	1046	15%	i	1	69*	43*	13%	0.84	1247	-0.37	-0.24	-0.25	0.67	2.0	2.8	6.9	i
O=C(CSc1ccc2nnc(-c3ccc(F)cc3)n2n1)NCc1ccco1	0.9	1143	-39%	i	-3	-9	3	-32%	0.19	1149	-0.92	-0.23	-0.7	0.36	3.9	2.3	7.1	i
O=C(COC(=O)c1nc(Cl)ccc1Cl)Nc1ccc2c(c1)OCO2	0.3	1524	8%	i	-9	-13	-11	0%	.	.	-0.57	-0.29	-0.31	1	3.9	2.1	7.5	i
Oc1ccc(/C(Cc2ccccn2)=N\Nc2ccccc2)c(O)c1	0.8	1054	-152%	i	9	40	25	-64%	-0.1	1308	1.1	-0.23	1.5	-1.7	1.1	2.2	4.2	i
CSCCC(NC(=O)/C(=C/c1ccc(F)cc1)NC(C)=O)C(=O)O (stereo unspecified)	-6.0	1077	-2%	i	12	-27	-11	-2%	-0.01	1410	-1	-0.2	-0.2	0.18	2.4	1.7	4.4	i
CSC(=NC#N)N1CCN(c2ccc(Cl)cc2)CC1	.	.	-21%	i	3	21	10	-22%	.	.	-0.74	-0.2	-0.9	0.48	2.5	1.3	4.8	i
O=C(NNC(=O)c1ccc(NC(=O)c2ccccc2)cc1)c1ccccc1	0.6	957	-3%	i	2	2	19	-7%	-0.14	1103	-0.36	-0.32	0.39	0.66	5.6	2.8	4.9	i
Cc1c(Cc2ccc3c(c2)OCO3)sc(NC(=O)C(C)(C)C)c1C#N	-0.7	1084	13%	i	3	6	0	15%	-1.1	2069	-0.47	-0.1	-0.24	-1.1	22*	14*	56*	i
Cc1ccc(-c2ccc(=O)n(CC(=O)NCCCN3CCCCC3C)n2)cc1 (stereo unspecified)	.	.	12%	i	27	5	-1	12%	0.19	1243	-0.62	-0.26	-0.37	0.87	3.6	2.1	7.4	i
CCOC(=O)C(NC(=O)c1ccccc1)(OCc1ccc(F)cc1)C(F)(F)F (stereo unspecified)	-3.5	529	4%	i	21	23	5	2%	-0.2	1376	0.34	-0.26	0.23	-0.38	3.4	1.4	5.2	i

Ordered by the number under human PMI inhibition (rising): three from the list above
compound	human PMI inhibition
CCC(=O)N1CCc2cc(S(=O)(=O)CCC(=O)Nc3ccc(C)c(F)c3)ccc21	-7%
CSCCC(NC(=O)/C(=C/c1ccc(F)cc1)NC(C)=O)C(=O)O (stereo unspecified)	-2%
O=C(COC(=O)c1nc(Cl)ccc1Cl)Nc1ccc2c(c1)OCO2	0%

Screening results deposited in PubChem by several laboratories.
